DT40 TDP1 no CPT – qHTS for Inhibitors of human tyrosyl-DNA phosphodiesterase 1 (TDP1): qHTS in cells in absence of CPT. DT40 Tdp1-/- hTDP1 cells, no CPT, ATP luminescence, 48 h. Potency, µM (titrated, usually from 46.2 µM), for inactives: at the top dose activity change, negative = growth inhibition, actives largely listed as inhibitors. 420,000 compounds, 15% hits; also: nearly all actives have a fitted effect of over 55% in size
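Compound effects on proliferation are scored in DT40 Tdp1-/-;hTDP1 cells in the absence of CPT. ATP levels (CellTiter-Glo luminescence) are recorded after a ≥48 hr, 37 °C incubation.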
TDP1 inh – inhibitors of human tyrosyl-DNA phosphodiesterase TDP1; recombinant TDP1, AlphaScreen DNA substrate cleavage; 350,000 compounds, 0.28% hits; Potency, µM (highest dose often 130 µM), for inactives: top-dose activity change, negative = inhibition, hits mostly inhibitors; Q9NUW8; also: nearly all actives have a fitted effect of over 40% in size
Target sequence (Q9NUW8 whole entry, looked up): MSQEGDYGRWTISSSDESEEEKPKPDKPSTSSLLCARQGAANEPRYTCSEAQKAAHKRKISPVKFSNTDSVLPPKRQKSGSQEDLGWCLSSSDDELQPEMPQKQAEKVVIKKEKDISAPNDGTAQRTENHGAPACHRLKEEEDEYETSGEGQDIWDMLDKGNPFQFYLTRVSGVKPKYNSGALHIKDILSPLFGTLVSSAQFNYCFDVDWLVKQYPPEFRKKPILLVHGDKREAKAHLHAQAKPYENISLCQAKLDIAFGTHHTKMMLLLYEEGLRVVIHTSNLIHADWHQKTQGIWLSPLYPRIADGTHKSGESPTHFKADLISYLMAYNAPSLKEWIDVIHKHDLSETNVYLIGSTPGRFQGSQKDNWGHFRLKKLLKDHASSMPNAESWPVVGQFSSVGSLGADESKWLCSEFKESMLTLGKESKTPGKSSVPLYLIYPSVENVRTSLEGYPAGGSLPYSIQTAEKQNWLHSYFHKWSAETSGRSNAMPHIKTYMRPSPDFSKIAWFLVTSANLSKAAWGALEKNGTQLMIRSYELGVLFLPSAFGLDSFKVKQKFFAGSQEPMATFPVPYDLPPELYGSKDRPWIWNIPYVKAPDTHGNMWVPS
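Signal: AlphaScreen proximity between streptavidin donor and anti-FITC acceptor beads on intact substrate. Reaction: Tdp1 1 nM, substrate 15 nM final, 5 min RT after 15 min compound preincubation.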
TDP1 cell CPT – DT40-hTDP1 cell growth loss with CPT; 420,000 compounds, 12% hits; AID 686979; chicken DT40 Tdp1-/-;hTDP1 cells + 20 nM CPT, ATP luminescence, 48 h; Potency, µM (highest dose often 46.2 µM), for inactives: top-dose activity change, negative = growth inhibition, actives largely listed as inhibitors; also: nearly all actives have a fitted effect of over 55% in size
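Cell growth measured by CellTiter-Glo luminescence after a minimum 48 h, 37 C compound exposure with 20 nM CPT in Tdp1-knockout DT40 cells stably expressing hTDP1, seeded 400/well; qHTS titration format.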
An asterisk follows results filed as active; & = joins results of further samples; [ ] = remark or other dose. Calls follow the shape of the dose curve; as a rule, active = well fitted curve in the direction sought with a large enough effect; inconclusive = small, poorly fitted or top-dose-only effect, or another doubt; inactive = no such curve, though single readings can be large; an effect the other way counts as inactive or inconclusive. % is scaled to controls: 0 for no effect and ±100 for the full control effect; potency is read from the fitted curve at half-maximal effect. Hits appear at their usual frequency, and some 18% of all compounds hit somewhere here.

What do the screens show for `Cn1c(CNC(=O)CCNC(=O)c2ccccc2)cc(=O)n(C)c1=O`?
DT40 TDP1 no CPT: 1.4%; TDP1 inh: 9.0%; TDP1 cell CPT: -1.0%

Results for CCOc1ccc(NC(=O)[C@H](C)NC(=O)C2CC(=O)N(c3ccc(OC)cc3)C2)cc1 (stereo not given in full) ?
DT40 TDP1 no CPT: 33.1%[activator]; TDP1 inh: 3.0%; TDP1 cell CPT: 4.2%

What do the screens show for `COc1cc(CN=Cc2c(O)n(Cc3ccccc3)c(=S)[nH]c2=O)cc(OC)c1`?
DT40 TDP1 no CPT: -22.3%; TDP1 inh: 6.0%; TDP1 cell CPT: 0.0%

How did COc1ccc(C(=O)COC(=O)c2cc(S(=O)(=O)N3CCCCC3)ccc2N2CCOCC2)c(OC)c1 do in these assays?
DT40 TDP1 no CPT: inconclusive; TDP1 cell CPT: inconclusive

How did N/C(=N\OC(=O)CCc1ccccc1)c1cccnc1 do in these assays?
DT40 TDP1 no CPT: 1.9%; TDP1 inh: -2.5%; TDP1 cell CPT: inconclusive

Results for Cc1oc(C)c(C(=O)Nc2ccc(CC(=O)O)cc2)c1C(=O)Nc1ccc(CC(=O)O)cc1 ?
DT40 TDP1 no CPT: -4.0%; TDP1 inh: 4.7%; TDP1 cell CPT: 8.7%

How did Cc1ccc(Cl)cc1-n1ncc2c(NCc3ccc(F)cc3)ncnc21 do in these assays?
DT40 TDP1 no CPT: inconclusive; TDP1 inh: -5.2%; TDP1 cell CPT: inconclusive

How did O=c1ccc(S(=O)(=O)N2CCCC2)cn1Cc1ccc(F)cc1 do in these assays?
DT40 TDP1 no CPT: -1.0%; TDP1 inh: 1.8%; TDP1 cell CPT: -2.3%

What do the screens show for `COc1ccc(C2CC(c3cccs3)=NN2C(=O)CSc2nncs2)cc1OC` (stereo not given)?
DT40 TDP1 no CPT: -23.6%; TDP1 inh: 0.0%; TDP1 cell CPT: 2.5%

Results for Cc1ccc2cc(CCNC(=O)C(=O)c3c(C)[nH]c4ccccc34)c(=O)[nH]c2c1 ?
DT40 TDP1 no CPT: inconclusive; TDP1 inh: 3.1%; TDP1 cell CPT: -19.5%

Results for Cc1ccc(C(=O)C(OC(=O)COc2ccccc2C)c2ccccc2)cc1 (stereo not given) ?
DT40 TDP1 no CPT: -20.7%; TDP1 inh: -5.8%; TDP1 cell CPT: -28.8%

What do the screens show for `CC(Sc1nnc(-c2cc3ccccc3o2)n1-c1ccccc1)C(=O)O` (stereo not given)?
DT40 TDP1 no CPT: -3.8%; TDP1 inh: 2.8%; TDP1 cell CPT: -13.7%

What do the screens show for `Cc1cccc(N2CCN(S(=O)(=O)c3ccc(-c4coc(C)n4)cc3)CC2C)c1` (stereo not given)?
DT40 TDP1 no CPT: -15.7%; TDP1 inh: 9.1%; TDP1 cell CPT: inconclusive

Results for CCOCCCNC(=S)NCCCNc1nc2c(C)cc(C)cc2cc1C#N ?
DT40 TDP1 no CPT: 18.4µM*; TDP1 inh: -6.2%; TDP1 cell CPT: 8.2µM*

What do the screens show for `O=C(Nc1cccc(S(=O)(=O)N2CCCC2)c1)[C@@H]1O[C@H](CO)[C@@H](O)[C@H]1O`?
DT40 TDP1 no CPT: -0.5%; TDP1 cell CPT: 5.4%

How did OC(c1ccccc1)(c1nc(-c2csc3ccccc23)cs1)C(F)(F)F (stereo not given) do in these assays?
DT40 TDP1 no CPT: inconclusive; TDP1 cell CPT: inconclusive

How did CC1=NN(C(=S)Nc2ccccc2)C(c2ccccc2)C1 (stereo not given) do in these assays?
DT40 TDP1 no CPT: -10.5%; TDP1 inh: 1.1%; TDP1 cell CPT: -3.5%

How did Cn1nc(C(=O)OCC(=O)N(Cc2ccccc2)C(C)(C)C)c2ccccc2c1=O do in these assays?
DT40 TDP1 no CPT: -26.5%; TDP1 inh: -1.6%; TDP1 cell CPT: -21.9%

What do the screens show for `CCCCn1c(SCC(=O)Nc2nc(C)cs2)nnc1-c1cccnc1`?
DT40 TDP1 no CPT: -4.1%; TDP1 inh: 4.7%; TDP1 cell CPT: -5.0%

What do the screens show for `O=S(=O)(NN1CCOCC1)c1cc(Cl)cc(Cl)c1O`?
DT40 TDP1 no CPT: 0.7%; TDP1 inh: 5.4%[56.1 µM]; TDP1 cell CPT: 1.6%

What do the screens show for `CC(=O)Nc1ccc(S(=O)(=O)Nc2ccc3c(c2)OCO3)cc1`?
DT40 TDP1 no CPT: inconclusive; TDP1 cell CPT: -29.7%

What do the screens show for `Cc1ccc(Nc2c(-c3ccc(C)o3)nc3ccccn23)cc1`?
DT40 TDP1 no CPT: 12.6µM*; TDP1 inh: 3.2%; TDP1 cell CPT: inconclusive

Results for CCc1cccc(NC(=O)c2nnn(Cc3ccc(SC)cc3)c2N)c1 ?
DT40 TDP1 no CPT: -1.8%; TDP1 inh: 3.5%; TDP1 cell CPT: -1.7%

What do the screens show for `CCCn1c2ccc(F)cc2c2nnc(NN)nc21`?
DT40 TDP1 no CPT: inconclusive; TDP1 inh: 4.9%; TDP1 cell CPT: inconclusive

Results for CC1CCc2[nH]c3ccc(C(=O)N4CCCC(C(F)(F)F)C4)cc3c2C1 (stereo not given) ?
DT40 TDP1 no CPT: 16.4µM*; TDP1 inh: -1.5%; TDP1 cell CPT: inconclusive

How did CCSc1nc2nccnc2c(=O)[nH]1 do in these assays?
DT40 TDP1 no CPT: -17.8%; TDP1 cell CPT: -18.9%

What do the screens show for `COc1ccc(C)cc1NS(=O)(=O)c1ccc2c(c1)n(C)c(=O)n2C`?
DT40 TDP1 no CPT: inconclusive; TDP1 inh: 0.0%&0.0%; TDP1 cell CPT: -2.2%&-7.6%

How did CN(C)/C=C(/C(=O)c1ccc(Cl)cc1)S(=O)(=O)c1ccc(Cl)cc1 do in these assays?
DT40 TDP1 no CPT: 3.0%; TDP1 inh: 4.8%; TDP1 cell CPT: -6.8%

Results for CCN1CCN(CC(O)COc2ccc(C)c(C)c2)CC1 (stereo not given) ?
DT40 TDP1 no CPT: -1.7%&-6.1%; TDP1 inh: 2.0%; TDP1 cell CPT: 3.0%&-2.6%

What do the screens show for `COC(=O)c1ccccc1NC(=O)c1ccc(-c2cccc(Cl)c2)o1`?
DT40 TDP1 no CPT: -28.3%; TDP1 inh: 3.4%; TDP1 cell CPT: -7.7%

How did CCOC(=O)C1CCN(C(C(=O)NC2CCCC2)c2ccc(C)cc2)CC1 (stereo not given) do in these assays?
DT40 TDP1 no CPT: -27.0%; TDP1 inh: 4.9%; TDP1 cell CPT: inconclusive

Results for CCc1cc2c(Sc3nc4ccccc4s3)ncnc2s1 ?
DT40 TDP1 no CPT: 9.2µM*; TDP1 inh: 0.0%; TDP1 cell CPT: 5.17µM*

What do the screens show for `Cc1ncc(CO)c(/C=N/NC(=S)Nc2ccc(F)cc2)c1O`?
DT40 TDP1 no CPT: 10.3µM*; TDP1 inh: 8.5%; TDP1 cell CPT: 16.4µM*

How did CCOC(=O)N1CCN(S(=O)(=O)N2CCCC(C(=O)NCc3ccccc3OC)C2)CC1 (stereo not given) do in these assays?
DT40 TDP1 no CPT: inconclusive; TDP1 inh: 0.3%&10.4%; TDP1 cell CPT: inconclusive

How did CC(=O)c1cccc(NC(=O)c2sc3nc4n(c(=O)c3c2C)CCCCC4)c1 do in these assays?
DT40 TDP1 no CPT: 23.1µM*; TDP1 inh: 2.0%; TDP1 cell CPT: inconclusive

Results for Cc1ccc(CNC(=O)CN(c2ccc(C(C)C)cc2)S(=O)(=O)c2c(C)n[nH]c2C)cc1 ?
DT40 TDP1 no CPT: inconclusive; TDP1 inh: 4.7%; TDP1 cell CPT: inconclusive

What do the screens show for `CCN(C(=O)COC(=O)c1c2c(nc3ccccc13)CCC2)c1c(N)n(Cc2ccccc2)c(=O)[nH]c1=O`?
DT40 TDP1 no CPT: -21.2%; TDP1 cell CPT: inconclusive

What do the screens show for `COc1ccccc1NC(=O)CSc1nc2sc(C)c(C)c2c(=O)n1C`?
DT40 TDP1 no CPT: 13µM*; TDP1 inh: 2.0%; TDP1 cell CPT: 20.6µM*

How did O=[N+]([O-])c1cccc2c[nH]nc12 do in these assays?
DT40 TDP1 no CPT: -13.5%; TDP1 cell CPT: inconclusive

Results for COc1ccc2c(c1)OCC(O)(c1ccccc1)C2=O (stereo not given) ?
DT40 TDP1 no CPT: -12.4%; TDP1 cell CPT: -9.8%

Results for CC(=O)OCC(=O)NCCCOc1cccc(CN2CCCCC2)c1 ?
DT40 TDP1 no CPT: -14.7%&11.2%&2.2%; TDP1 cell CPT: -15.3%&-3.9%&3.6%

What do the screens show for `Cc1ccc(-c2c3c(=O)n(C)c(=O)n(C)c3cn2-n2cnnc2)cc1`?
DT40 TDP1 no CPT: 20.6µM*; TDP1 inh: 3.1%; TDP1 cell CPT: inconclusive

How did COc1ccc(-n2nc(C(=O)NCC(=O)NCCC3=CCCCC3)c3ccccc3c2=O)cc1OC do in these assays?
DT40 TDP1 no CPT: 18.4µM*; TDP1 inh: -8.2%; TDP1 cell CPT: -22.4%

How did COc1ccc(NC(=O)c2ccccc2C)cc1 do in these assays?
DT40 TDP1 no CPT: inconclusive; TDP1 cell CPT: inconclusive

What do the screens show for `CSc1ccccc1OCc1cc(C(=O)NC2CCOC2)no1` (stereo not given)?
DT40 TDP1 no CPT: 8.0%; TDP1 inh: 3.4%; TDP1 cell CPT: -0.1%

What do the screens show for `O=S1(=O)CCN2C=Nc3sc4c(c3C2=N1)CCCC4`?
DT40 TDP1 no CPT: -1.5%; TDP1 inh: 1.0%; TDP1 cell CPT: 8.1%

What do the screens show for `N[C@@H](Cc1ccc(O)c(O)c1)C(=O)O`?
DT40 TDP1 no CPT: -27.8%&-13.7%; TDP1 cell CPT: -28.5%&-11.0%

How did Cc1nc(C)c(C(=O)N2CCCC(CCC(=O)NCc3ccc(F)c(F)c3)C2)s1 (stereo not given) do in these assays?
DT40 TDP1 no CPT: inconclusive; TDP1 inh: 0.0%; TDP1 cell CPT: -29.9%

How did CCCCOc1ccc(C(=O)Nc2ccc(S(=O)(=O)Nc3nc(C)cc(C)n3)cc2)cc1 do in these assays?
DT40 TDP1 no CPT: inconclusive; TDP1 cell CPT: inconclusive

What do the screens show for `Clc1ccc(OCCCCN2CCCCC2)cc1`?
DT40 TDP1 no CPT: -6.5%; TDP1 cell CPT: -1.0%

How did CN(C)CCCN(C(=O)COc1ccc(Cl)cc1)c1nc2cc3c(cc2s1)OCCO3 do in these assays?
DT40 TDP1 no CPT: inconclusive; TDP1 cell CPT: -28.3%

What do the screens show for `O=C(Cc1cccc(NC(=O)C2CCCN(C(=O)CCc3ccccc3)C2)c1)Nc1cccc(C(=O)N2CCCCC2)c1` (stereo not given)?
DT40 TDP1 no CPT: 20.6µM*; TDP1 cell CPT: 16.4µM*

How did CC(C)c1ccc([C@@H]2O[C@H](CCc3ccccc3)Cc3[nH][nH]c(=O)c32)cc1 do in these assays?
DT40 TDP1 no CPT: inconclusive; TDP1 cell CPT: -28.8%

How did Cc1cc(C)nc(N/N=C/c2cn[nH]c2-c2ccccc2)n1 do in these assays?
DT40 TDP1 no CPT: -6.9%; TDP1 inh: 5.1%; TDP1 cell CPT: 17.7%

Results for Cc1ccc(S(=O)(=O)N2C[C@H]3C(=O)C[C@@H](c4ccccc4)N(S(=O)(=O)c4ccc(C)cc4)[C@H]3C[C@H]2c2cccc3ccccc23)cc1 ?
DT40 TDP1 no CPT: -28.2%; TDP1 cell CPT: 7.1%

Structural class: the compounds so far containing a thiophene ring, fused or not
What do the screens show for `COc1ccc(C2CC(c3cccs3)=NN2C(=O)CSc2nncs2)cc1OC` (stereo not given)?
DT40 TDP1 no CPT: -23.6%; TDP1 inh: 0.0%; TDP1 cell CPT: 2.5%

How did OC(c1ccccc1)(c1nc(-c2csc3ccccc23)cs1)C(F)(F)F (stereo not given) do in these assays?
DT40 TDP1 no CPT: inconclusive; TDP1 cell CPT: inconclusive

Results for CCc1cc2c(Sc3nc4ccccc4s3)ncnc2s1 ?
DT40 TDP1 no CPT: 9.2µM*; TDP1 inh: 0.0%; TDP1 cell CPT: 5.17µM*

How did CC(=O)c1cccc(NC(=O)c2sc3nc4n(c(=O)c3c2C)CCCCC4)c1 do in these assays?
DT40 TDP1 no CPT: 23.1µM*; TDP1 inh: 2.0%; TDP1 cell CPT: inconclusive

What do the screens show for `COc1ccccc1NC(=O)CSc1nc2sc(C)c(C)c2c(=O)n1C`?
DT40 TDP1 no CPT: 13µM*; TDP1 inh: 2.0%; TDP1 cell CPT: 20.6µM*

What do the screens show for `O=S1(=O)CCN2C=Nc3sc4c(c3C2=N1)CCCC4`?
DT40 TDP1 no CPT: -1.5%; TDP1 inh: 1.0%; TDP1 cell CPT: 8.1%

Screening data deposited in PubChem BioAssay by National Center for Advancing Translational Sciences (NCATS).
